# ALOX12 inh – ALOX12 (human) lipoxygenase inhibition | purified 12hLO, xylenol orange hydroperoxide absorbance | Potency, µM (highest dose often 108 µM), for inactives: at the highest dose activity change, negative = inhibition, hits mostly inhibitors | 1.1% of 580,000 active | AID 1671190; active means well fitted inhibition curve with a large enough effect; inconclusive means small, poorly fitted or top-dose-only effect, or another doubt; inactive means no such curve, though single readings can be large or run the other way; further: potency means the concentration at half of the fitted maximal effect
# Target sequence (P18054 whole entry, looked up): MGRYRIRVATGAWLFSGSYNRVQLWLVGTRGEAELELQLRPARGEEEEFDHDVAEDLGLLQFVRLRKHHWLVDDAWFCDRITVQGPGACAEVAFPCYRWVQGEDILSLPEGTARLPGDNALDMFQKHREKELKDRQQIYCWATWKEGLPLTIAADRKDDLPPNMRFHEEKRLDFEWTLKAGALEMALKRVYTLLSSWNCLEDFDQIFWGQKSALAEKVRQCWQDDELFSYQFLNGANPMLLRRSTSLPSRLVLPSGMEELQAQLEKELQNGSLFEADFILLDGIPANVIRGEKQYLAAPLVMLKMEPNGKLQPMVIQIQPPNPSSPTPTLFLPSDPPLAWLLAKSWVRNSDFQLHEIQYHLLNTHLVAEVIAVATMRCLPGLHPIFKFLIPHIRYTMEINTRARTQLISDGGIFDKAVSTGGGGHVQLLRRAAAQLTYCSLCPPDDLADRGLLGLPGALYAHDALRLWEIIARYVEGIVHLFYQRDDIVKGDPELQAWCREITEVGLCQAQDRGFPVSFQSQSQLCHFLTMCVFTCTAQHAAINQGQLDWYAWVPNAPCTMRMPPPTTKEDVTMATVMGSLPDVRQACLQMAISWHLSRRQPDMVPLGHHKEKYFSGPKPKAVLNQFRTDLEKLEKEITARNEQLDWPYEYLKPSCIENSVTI
#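 Hydroperoxide product was detected by ferrous iron/xylenol orange as the 573 to 405 nm absorbance ratio. Arachidonic acid at 40 uM (final) was turned over for 30 min at room temperature by 150 nM human 12hLO, pH 7.0 Hepes buffer, after 15 min compound preincubation.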
# LDHA inh – inhibitors of human lactate dehydrogenase A; P00338; purified LDHA, NADH/diaphorase-resazurin fluorescence; hits give low values; activity change, % (values are at about 110 or 230 µM); 0.15% of 480,000 active; in the data active means activity change below about -30%; inconclusive means mostly about -25% to -30%;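 further: plate controls were DMSO wells for no effect and wells without enzyme for full effect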
#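 Human LDH5 at 2 nM final in Tris HCl pH 7.4 with 0.06 mM NADH and 0.2 mM pyruvate, reacted 5 minutes at room temperature. Remaining NADH coupled via diaphorase/resazurin; resorufin fluorescence read at 0 and 20 minutes, normalized to enzyme-free and DMSO wells.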
# * = called active by the depositor; ? = inconclusive; [ ] = dose if it differs, or a comment. Unless noted, on the % scale 0 is the no-effect control and ±100 the full control effect. This is a subset; rates above refer to the full screens.
SMILES,ALOX12 inh,LDHA inh
CCOC(=O)[C@]12CCC=C1N(Cc1ccc(Cl)cc1Cl)C(=O)[C@H](CC(=O)N1CCC(c3ccccc3)CC1)C2,-8%,2
O=C(Cn1nc(-c2ccc(Br)cc2)ccc1=O)NCc1ccc2c(c1)OCO2,-21%,8
Cc1ccc(-c2cc(C(F)(F)F)n3nc(C)c(Cl)c3n2)cc1,5%,-11
O=C(NCC1CCCOC1)c1cc(-c2ccncc2)nc2ccccc12 (stereo unspecified),-3%,-5
COc1ccc2oc(=O)c(-c3ccc(OCC(=O)N4CCN(C=O)CC4)cc3)cc2c1,44%[activator],1
CCN1CCC2(CC1)N=C(SCC(=O)Nc1ccc(F)cc1)C(c1ccc(C)cc1)=N2,-6%,-1
CCCN(CCC)c1ccc(C=O)cc1,-3%,11
NC(CO)c1cccc2ccccc12 (stereo unspecified),-6%,-11
CCn1c(SCC(=O)Nc2ccc3c(c2)OCO3)nc2c(-c3ccc(C)cc3)csc2c1=O,2%,0
CC(=O)Nc1ccc(NC(=O)c2cc(C3CC3)nc3ccccc23)cc1,?,-5
COP(=O)(OC)c1nc(Cc2ccc(Cl)cc2)oc1NCc1ccc2c(c1)OCO2,?,0
COC(=O)c1c(-c2ccc(F)cc2)csc1NC(=O)CN1CCOCC1,14%,11
COC(=O)c1cc2ccccc2cc1OC(=O)Cc1cc(C(C)=O)ccc1OC,6%,5
O=C(O)CNC(=O)CCn1ccc2ccc(F)cc21,?,-6
COCCSc1nc2c(c(=O)n(C)c(=O)n2C)n1Cc1ccccc1Cl,-13%,-1
CC(=O)Oc1cccc2cc(-c3nc(-c4ccc(F)cc4)no3)c(=O)oc12,?,9
CCn1c(SCC(=O)Nc2ccc(F)cc2F)nnc1C(C)NC(=O)c1ccco1 (stereo unspecified),28%,0
Cc1n[nH]c(C)c1/C=C/C(=O)c1ccc(F)c(F)c1,45%[activator],1
N#CCCN(C(=O)CSc1nnnn1-c1ccc(O)cc1)c1ccccc1,-27%,3
CC(=O)N1CCC(NC(=O)c2ccc3nc(C)c(C)nc3c2)CC1,7%,3

# The closing 4 compounds of the part before lead into the next.
SMILES,ALOX12 inh,LDHA inh
CCn1c(SCC(=O)Nc2ccc(F)cc2F)nnc1C(C)NC(=O)c1ccco1 (stereo unspecified),28%,0
Cc1n[nH]c(C)c1/C=C/C(=O)c1ccc(F)c(F)c1,45%[activator],1
N#CCCN(C(=O)CSc1nnnn1-c1ccc(O)cc1)c1ccccc1,-27%,3
CC(=O)N1CCC(NC(=O)c2ccc3nc(C)c(C)nc3c2)CC1,7%,3
CCN(Cc1ccc(C(=O)NC)cc1)Cc1ccco1,43%[activator],8
Cc1ccc(C)c(/C=C/c2onc(C)c2S(=O)(=O)N2CCCC(C(=O)NC(C)(C)C)C2)c1 (stereo unspecified),-17%,8
CC(Oc1cccc(Cl)c1)C(=O)Nc1ccc(S(N)(=O)=O)cc1 (stereo unspecified),?,2
Cc1ccc(N2CCN(C(C(=O)O)c3cn(C)c4ccc(C(=O)O)cc34)CC2)c(C)c1 (stereo unspecified),-23%,0
COC(=O)C1=C(C(=O)OC)SC(=C(Cl)C(=S)NCc2ccccc2)S1,?,8
CC(C)CN(C(=O)CSc1ccc2ccccc2n1)C1CCS(=O)(=O)C1 (stereo unspecified),3%,-1
COc1ccc(CN(C)C(=O)c2cc(=O)[nH]c3ccccc23)c(OC)c1,53%[activator],-4
O=C(COc1ccc(F)cc1)Nc1cccc(-c2nc3ccccc3o2)c1,-16%,-2
CC(C)Oc1ccc(NC(=O)CCCc2cccs2)cc1,8%,3
COC(CNC(=O)c1ccc(CNC(=O)c2cccc(Br)c2)cc1)OC,-2%,8
CCC(CC)C(NC(=O)Cc1ccccc1F)c1cccs1 (stereo unspecified),?,2
Cn1c(NC(=O)c2ccco2)c(-c2cccc(Cl)c2)c(=O)c2ccccc21,3%,-20
CC(NC(=O)Cc1nn(C)c(=O)c2ccccc12)c1ccc(F)cc1F (stereo unspecified),13%,0
CC(=O)Nc1ccc(NC(=O)CC2C(=O)Nc3nc(-c4ccccc4)nn32)cc1 (stereo unspecified),-2%,0
c1csc(-c2cc(CSc3nnc(-c4ccncc4)o3)no2)c1,-5%,10
Fc1ccc(-c2nc(-c3ccccc3)c(-c3ccc(F)cc3)o2)cc1,26%,-6
Cc1ccc(C(CNC(=O)c2ccc(NC(=O)OC(C)(C)C)cc2)N2CCOCC2)o1 (stereo unspecified),-23%,-34*
COc1ccccc1C(=O)Nc1ccc(O)c(-c2nc3ccccc3o2)c1,?,-9
Cn1c(=O)c2c(ncn2CC(=O)NC23CC4CC(CC(C4)C2)C3)n(C)c1=O,?,-13
CCCNc1c(NS(=O)(=O)c2ccc(F)c(C)c2)c(=O)oc2ccccc12,-13%,3
Cn1nc(C(=O)NCC(c2cccs2)N2CCCC2)c2ccccc2c1=O (stereo unspecified),-26%,-12
CCCCCCCCCCS(=O)(=O)N/N=C/c1ccccc1[N+](=O)[O-],-1%,0
Cc1cc(C)cc(-c2nc(-c3ccc(Br)cc3)no2)c1,-45%,3
CN(C)/C=C\C(=O)c1ccc(Br)cc1,4µM*,-7
COc1ccc(Nc2nc(-c3ccc(C)c(C)c3)cs2)cc1,?,-2
N#Cc1nc(-c2ccccc2Cl)oc1NC1CC1,?,-3
COC(CNc1nc2c(c(=O)n(C)c(=O)n2C)n1Cc1ccccc1Cl)OC,-11%,7
CCNc1nc(NC(C)CC)nc(Oc2ccc(C(=O)OC)cc2)n1 (stereo unspecified),11%,-15
CCOc1ccc(NC(=O)CC(C)C)c2cccnc12,?,51
CCCn1c(=O)n(CC(=O)Nc2ccccc2)c(=O)c2c1nc(C)n2CCOC,-9%,-2
Cc1ccc(-c2cc(C(=O)O)c3cc(C)cc(C)c3n2)c(C)c1,0%,11
CCOCCCNC(=O)c1ccccc1Sc1ccccc1C#N,0%,6
COc1ccc(C2C(C(=O)Nc3ccccc3OC)=C(C)Nc3nc(SC)nn32)cc1 (stereo unspecified),-6%,15
N#Cc1nc(C2CC2)oc1N1CCN(C(=O)c2cncc(Br)c2)CC1,?,-3
CC(C)c1cccc(NC(=O)c2ccc[n+]([O-])c2)c1,18%,6
O=Cc1cc(Cl)cc(Cl)c1O,?,1
O=C(OCc1cccc(F)c1)c1ccc(C2Nc3ccccc3S(=O)(=O)N2)cc1 (stereo unspecified),16%,15
O=C(CSc1ccc2c(c1)OCCCO2)NC1CCCc2ccccc21 (stereo unspecified),7%,8
CCCn1nc(C(=O)N(C)Cc2cccs2)c2ccccc2c1=O,?,3
CN(Cc1ccccc1)S(=O)(=O)c1cccc(Br)c1,-1%,-11

# Record cards, as listed above.
# CC(=O)Nc1ccc(NC(=O)CC2C(=O)Nc3nc(-c4ccccc4)nn32)cc1 (stereo unspecified) is listed as ALOX12 inh = -2%; LDHA inh = 0
# CCN(Cc1ccc(C(=O)NC)cc1)Cc1ccco1 is listed as ALOX12 inh = 43%[activator]; LDHA inh = 8
# CCCn1nc(C(=O)N(C)Cc2cccs2)c2ccccc2c1=O is listed as ALOX12 inh = ?; LDHA inh = 3

# (further entries)
SMILES,ALOX12 inh,LDHA inh
Cc1ccc(-c2nnc(CCC(=O)Nc3cccc(S(=O)(=O)NC4=NCCC4)c3)o2)cc1,?,4
C=C(C)Cn1c(SCCc2ccccc2)nc2c1c(=O)n(C)c(=O)n2C,2%,8
COc1ccc(Cl)cc1CO/N=C/c1cccc(OC)c1OC,4%,0
CCCOc1ccc(C[N+](C)(C)C)cc1C[N+](C)(C)C,63µM*,-1
CCOC(=O)N1CCN(C(=O)CN(c2cccc(F)c2)S(C)(=O)=O)CC1,1%,-2
Cc1cc(C)c2c(-n3cccc3)nn(CC(=O)Nc3cc(Cl)ccc3C)c2n1,-55%,-2
Cc1[nH]ccc(=O)c1OCC(=O)Nc1ccncc1,10%,7
CCNC(=O)c1ccc2c(c1)NC(=O)CS2,-19%,5
Cc1nc(C)c(C(=O)O)cc1C(=O)O,?,-9
O=C(COC(=O)c1cccc(S(=O)(=O)N2CCc3ccccc32)c1)Nc1ccc2c(c1)OCCO2,-29%,-3

# Look-ups from above:
# CCNC(=O)c1ccc2c(c1)NC(=O)CS2 @ ALOX12 inh: -19%
# Cc1nc(C)c(C(=O)O)cc1C(=O)O @ LDHA inh: -9
# O=C(COC(=O)c1cccc(S(=O)(=O)N2CCc3ccccc32)c1)Nc1ccc2c(c1)OCCO2 @ ALOX12 inh: -29%
# CCCOc1ccc(C[N+](C)(C)C)cc1C[N+](C)(C)C @ ALOX12 inh: 63µM*

# The list goes on.
SMILES,ALOX12 inh,LDHA inh
O=C(O)c1cc(C2CC2)nc2c1c(C1CC1)nn2-c1ccc(F)cc1,28%,-6
COc1cc(OC)cc(C(=O)NCCc2csc(-c3ccccn3)n2)c1,16%,11
N#Cc1nc(-c2ccc(S(=O)(=O)N3CCCC3)cc2)oc1N1CCN(c2cccc(Cl)c2)CC1,-13%,1
CC(C)CCNC(=O)CCS(=O)(=O)c1cc2c(cc1Br)CCN2C(=O)C1CC1,-12%,-5
CC(=O)c1cccc(NC(=O)CSc2nncn2CCc2cccs2)c1,-6%,3
Cc1ccn2cc(-c3c(-c4ccccc4Cl)n(C)c(=O)n(C)c3=O)nc2c1,-13%,8
CC(C)CCNC(=O)C12CC3CC(CC(O)(C3)C1)C2,?,8
COc1ccccc1NC(=O)CN1C(=O)C2(SCC(=O)N2c2cc(C)cc(C)c2)c2ccccc21 (stereo unspecified),-10%,1
COc1cccc(NC(=O)C(Oc2ccc(S(=O)(=O)N3CCOCC3)cc2)c2ccccc2)c1 (stereo unspecified),6%,-1
CC(=O)c1ccc(NC(=O)C2CC(=O)N(C(C)(C)C)C2)cc1 (stereo unspecified),-28%,2
Cc1ccccc1C(=O)NC(NC(=O)c1ccccc1C)c1ccc(Cl)cc1,2%,0
O=Cc1ccc(OCc2ccccc2Cl)c(Cl)c1,-47%,-4
O=C1CCCC2=C1C(c1ccc(Cl)c(Cl)c1)c1c([nH]n(-c3ccccc3)c1=O)N2 (stereo unspecified),?,9
OCc1cccc(Nc2ncnc3c2oc2ccccc23)c1,9%,-3
Cc1cc(C)cc(Cn2cc(CN3CC(N4CCN(Cc5ccccc5F)CC4)CS3(=O)=O)nn2)c1 (stereo unspecified),?,-9
FC(F)(F)c1cccc(NC(=S)NCCc2ccncc2)c1,4%,-6
CC(C)(C)c1ccc(C2(C)NC(=O)N(Cc3coc(-c4cccs4)n3)C2=O)cc1 (stereo unspecified),-27%,2
Cc1cc(=O)oc2cc(OCCOC(C)C)ccc12,-4%,2
O=C1c2ccccc2C(c2nnnn2-c2ccc3c(c2)OCCO3)N1CCCN1CCOCC1 (stereo unspecified),-3%,-11
O=S(=O)(Nc1cccc(-c2cn3ccccc3n2)c1)c1ccc(-c2ccccc2)cc1,-4%,14

# Given tab-delimited: 2 of the compounds above
structure	ALOX12 inh	LDHA inh
O=C1CCCC2=C1C(c1ccc(Cl)c(Cl)c1)c1c([nH]n(-c3ccccc3)c1=O)N2 (stereo unspecified)	?	9
OCc1cccc(Nc2ncnc3c2oc2ccccc23)c1	9%	-3

# Continuation.
SMILES,ALOX12 inh,LDHA inh
CCN(Cc1ccc(Br)s1)C(=O)c1cnccn1,-21%,10
Cn1c(=O)c2c(nc(N3CCCCC3)n2CC(O)CO)n(C)c1=O (stereo unspecified),7%,-6
C=C(C)C1CCC2(COC(=O)CCC(=O)O)CC[C@]3(C)C(CCC4[C@@]5(C)CCC(OC(=O)CCC(=O)O)C(C)(C)C5CC[C@]43C)C12 (stereo partly specified),?,2
CC(C)C(CNC(=O)c1cccc(CS(C)=O)c1)c1ccccc1 (stereo unspecified),39%,0
CCCn1nc(C(=O)Nc2ccn(C)n2)c2ccccc2c1=O,-7%,-1
Cc1ccc(NC(=O)CC(C)(C)CC(=O)O)cc1C,-1%,-1
CCOC(=O)/C(=C/C=C(\C1=CCCCC1)N(CC)CC)C(C)=O,?,0
CCOC(=O)c1c(-c2ccccc2)csc1NC(=O)c1cc(=O)c2cc(Cl)ccc2o1,-3%,-4
O=C(CSc1nc2ccccc2o1)c1cccc(C(F)(F)F)c1,-2%,6
O=C(CCCc1c[nH]c2ccccc12)Nc1cccc2cnccc12,52%[activator],-1
COc1ccccc1NC(=O)N1CCC(CCc2ccc(C)cc2)CC1,13%,0
O=C(/C=C/c1ccc(Cl)c(Cl)c1)NC1CCC(O)CC1 (stereo unspecified),1%,-2
Nc1nc(CNC(c2ccccc2)c2ccccc2)nc(Nc2ccccc2)n1,2%,2
CC(c1c(F)cccc1F)n1cnc2c1c(=O)n(C)c(=O)n2C (stereo unspecified),-1%,0
CC(C)=CCN1CCN(Cc2ccccn2)CC1,15%,1
COc1ccc(-c2c(C)oc3cc(OC(=O)c4ccccc4)ccc3c2=O)cc1,6%,5

# Bioassay records as filed in PubChem.
